# Bioassay records as filed in PubChem BioAssay.
# H9c2 TAG inh – inhibitors of triacylglycerol accumulation, primary screen, cell-based, uHTS, fluorescence, H9c2 | H9c2 cells, Nile Red lipid (TAG) fluorescence; cells loaded with 200 µM oleic acid | inhibition, % at 12.5 µM | hit rate 0.66% among 230,000 | AID 651582, 2012;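 active = pattern-corrected inhibition of lipid staining of at least 50% with the nuclear-stain viability signal not falling by more than 50%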;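 also: 0% = DMSO wells and 100% = triacsin C control wells; some results filed as inactive read as strong as hits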
# H9c2 TAG inh DAPI viability – second read-out of H9c2 TAG inh, no call of its own (marks repeat the call); DAPI nuclei signal change (viability), lower = more cytotoxic, %;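 whole-well DAPI fluorescence read on a plate reader as a viability signal; minus 50 percent equals half of cells still viable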
# * hit, by the source's call. This is a subset, so the mix of outcomes need not match the whole.
# Results follow in this order: H9c2 TAG inh | H9c2 TAG inh DAPI viability
COC(=O)c1cc(Br)ccc1OC(=O)c1cccnc1
→ 11 | -8
CCOc1ccc(CCNC(=O)C2=C(C)C(=O)OC23CCC(C)CC3)cc1 (stereo unspecified)
→ 14 | -6
CC(C)OC(=O)c1ccc(NC(=O)c2ccco2)cc1
→ -6 | 10
OCC[C@@H]1C[C@H](O)[C@@H](O)[C@@]2(CCc3ccccc3CO2)O1
→ -23 | -3
CCCN(C(=O)CSc1nnc(-c2ccc3c(c2)OCO3)o1)C1CCS(=O)(=O)C1 (stereo unspecified)
→ -15 | 6
COc1ccccc1NC(=O)N1CCN(c2ccc3nnc(-c4ccc(F)cc4)n3n2)CC1
→ 19 | 1
COc1cc2ccccc2cc1C(=O)Nc1sc2c(c1C(N)=O)CCN(C(C)C)C2
→ 54* | 69*
Cc1noc(C)c1/C=N/Nc1ccc2ccccc2n1
→ 4 | 30
CCC(C)NS(=O)(=O)c1ccc(OC)c(Cl)c1Cl (stereo unspecified)
→ 13 | -11
c1ccc(-c2nn3c(C4CCCCC4)nnc3s2)nc1
→ -12 | 14
O=[N+]([O-])c1ccccc1S(=O)(=O)Oc1ccc(C(=S)N2CCOCC2)cc1
→ 5 | 0
O=C(Nc1ncccc1O)c1ccc(Cl)c(S(=O)(=O)N2CCCCC2)c1
→ -1 | 15
COCCCNC(=O)C(=O)NC1CCCCC1C (stereo unspecified)
→ -5 | 0
COc1ccccc1Nc1nc(-c2sc(NC(=O)c3ccccc3)nc2C)cs1
→ 1 | 10
Cn1c(SCc2cccc(Br)c2)nc2ccccc2c1=O
→ -42 | 1
CC(C)(C)OC(=O)NCCCC[C@@H](C(=O)NCCCCCCCCCCC(=O)N1CCN(C(=O)OC(C)(C)C)CC1)n1cc(CCO)nn1
→ -26 | 7
CC(=O)c1cccc(NC(=O)CCN2C(=O)C3C4CCC(C4)C3C2=O)c1 (stereo unspecified)
→ -3 | -3
O=C(CNC(=S)N(Cc1ccccc1)Cc1ccccc1F)NCCc1ccc(Cl)cc1
→ -2 | -4
[O-][n+]1nc2ccccc2c2ccccc21
→ 0 | 1
C/C(=N/NC(=O)c1ccc2c(c1)OCO2)c1cccc(NC(=O)C(C)(C)C)c1
→ 17 | -4
Cc1ccc(-c2nn(-c3ccccc3)cc2C(=O)NCCCN2CCOCC2)cc1
→ -23 | 1
COc1ccc(C(C#N)=C2C=CC(=NO)C(C)=C2Cl)cc1
→ -14 | 5
Cc1cc(S(=O)(=O)N2CCCC2)ccc1OCC(=O)N1CCCCC1
→ 16 | -6
CCC(CO)NC(=O)c1cccc(S(=O)(=O)N2c3ccccc3CC2C)c1 (stereo unspecified)
→ 0 | 1
Cc1nc2cc(C(F)(F)F)ccc2n1CCNc1nc(-c2ccc([N+](=O)[O-])c(Cl)c2)cs1
→ -10 | 6
Fc1ccccc1CCNc1nnnn1-c1ccccc1
→ -11 | -8
Cc1ccc(CNC(=O)c2cc(C)nn2-c2ccccc2)cc1
→ -14 | 4
Cc1ccc(O)c(CNc2cccc3cccnc23)c1
→ 10 | -18
Cc1ccc2nc(SC(C)C(=O)N3CC(C)OC(C)C3)[nH]c2c1 (stereo unspecified)
→ 13 | -1
Cc1cc(=O)n2c(n1)SCOC2
→ 6 | -9
CCc1ccc2c(COC(=O)c3n[nH]c4ccccc34)cc(=O)oc2c1
→ 20 | 11
COc1cc(C2N(c3cc(C)on3)C(=O)C3CCCN32)cc(OC)c1OC (stereo unspecified)
→ -5 | 8
Cc1ccc(C(=O)NC(=S)NNC(=O)COc2ccccc2C)cc1
→ 1 | 3
Clc1ccc(C2=Nn3c(nnc3-c3cccnc3)SC2)s1
→ 22 | -3
O=C(CN1C(=O)C2CC=CCC2C1=O)Nc1nc2ccccc2[nH]1 (stereo unspecified)
→ 20 | -16
COc1ccc(N2C(=O)CC(NCc3cccc(F)c3)C2=O)cc1 (stereo unspecified)
→ 9 | -2
CCCn1nnnc1NCc1ccccc1OCC
→ -8 | -6
O=C(NCc1ccc(F)cc1)c1ccc(S(=O)(=O)N2CCCCC2)cc1
→ -19 | -7
Cc1cc(NS(=O)(=O)c2ccc(NC(=O)CSc3nc4ncc(Cl)cc4[nH]3)cc2)nc(C)n1
→ 13 | -11
CCCN(CCC)S(=O)(=O)c1ccc(C(=O)O)cc1
→ 0 | -2
COCC(=O)N(C)C[C@@H]1Oc2cc(-c3ccc(F)cc3)ccc2S(=O)(=O)N([C@H](C)CO)C[C@H]1C
→ -10 | 3
COCCn1nnnc1C(c1cc(OC)ccc1OC)N1CCc2ccccc2C1 (stereo unspecified)
→ 9 | -9
C/C(=N\NC(=S)Nc1ccccc1C)C1Cc2ccccc2C(=O)O1 (stereo unspecified)
→ -14 | 5
CCOC(=O)c1sc(NC(=O)c2cc(-c3ccc(C)cc3)nc3ccccc23)c(C#N)c1C
→ 5 | 0
Cc1ccc(C23CC4CC(CC(C(=O)OCC(=O)NC5CCS(=O)(=O)C5)(C4)C2)C3)cc1 (stereo unspecified)
→ 1 | 0
Cc1c(C)c(C)c(S(=O)(=O)N2CCC3(CC2)OCCO3)c(C)c1C
→ -76 | 8
O=C(C1=C(O)C(=O)N(CCc2ccccc2)C1c1cccs1)c1ccco1 (stereo unspecified)
→ 11 | -6
COC(=O)c1c(-c2ccccc2)noc1-c1ccccc1
→ 5 | 5
Cc1ccc2oc(=O)c3cnn(CC(=O)N4CCN(c5ccccn5)CC4)c3c2c1
→ -15 | 26
CN(C)/C=C/C=C1C(=O)CCCC1=O
→ -12 | -2
CCC1CCCCN1C(=O)CSc1nnc(N)s1 (stereo unspecified)
→ -26 | -2
COc1ccc2nc(/N=C\N(C)C)sc2c1
→ 9 | -1
COc1cccc(CC2(CO)CCCN(Cc3ccc(-c4ccco4)cc3)C2)c1 (stereo unspecified)
→ -5 | -8
CCn1ncc(CN2CCN(Cc3cccc(OC)c3)C(CCO)C2)c1C (stereo unspecified)
→ 2 | -5
COCCCNC(=O)CN(CCc1ccccc1)S(=O)(=O)c1ccc(C)cc1
→ -5 | 5
C[C@H](CO)N1C[C@H](C)[C@@H](CN(C)S(=O)(=O)c2cccc(F)c2)OCc2cn(nn2)CCCC1=O
→ 8 | 1
COc1ccc(-c2cc(CNC(C)=O)on2)cc1
→ 10 | 1
Cc1ccc(C)c(C(=O)CCC(=O)Nc2ccc(N3CCN(C)CC3)cc2C)c1
→ 39 | 1
Cc1ccc(SCC(=O)c2c(C)nc3cc(C)ccn23)cc1
→ -3 | 2
CCCn1c(C(O)c2cc(OC)c(OC)c(OC)c2)nc2ccccc21 (stereo unspecified)
→ -14 | 2

# Following part
# Results follow in this order: H9c2 TAG inh | H9c2 TAG inh DAPI viability
CN1CCC(NC(=O)c2cccc(Oc3ccccc3)c2)CC1
→ -9 | -2
C=CCc1c(C)nc(N2CCSCC2)[nH]c1=O
→ 1 | -3
COC(=O)/C=C1/SC(=Nc2ccc(C)cc2C)NC1=O
→ 10 | 5
CCC(C)[C@H](NC(=O)N1CCC(C)CC1)C(=O)O (stereo partly specified)
→ -9 | 101
COc1ccccc1CN(C)c1nnnn1-c1ccccc1
→ -7 | -7
CCNc1nc(NCC)n2c(SCc3ccc(F)cc3)nnc2n1
→ 21 | -12
CSc1ncnc2c1ncn2CCCNCC(C)c1ccccc1 (stereo unspecified)
→ 14 | -6
Cc1ccc(S(=O)(=O)Oc2ccc(/C=C(/NC(=O)c3ccccc3)C(=O)O)cc2)cc1
→ -17 | 5
O=C(Oc1cccc(-n2cnnn2)c1)c1sc2ccccc2c1Cl
→ -9 | 1
COc1ccccc1N1CC(C(=O)OC(C)C(=O)Nc2ccc(F)cc2)CC1=O (stereo unspecified)
→ -1 | -6
CC(C)Oc1ccc(S(=O)(=O)N2CCCCC2)cc1NC(=O)C1CSC2(C)CCC(=O)N12 (stereo unspecified)
→ 17 | -14
CCOc1ccccc1NC(=O)CN1C(=O)COc2ccc(C)cc21
→ -11 | 5
Cc1cc(C(=O)Nn2c(-c3ccc(Br)cc3)nc3ccccc3c2=O)ccc1[N+](=O)[O-]
→ -8 | 7
O=C(CN1C(=O)c2ccccc2S1(=O)=O)NCc1c(F)cccc1F
→ -9 | 6
COc1cccc2sc(Nc3nnc(-c4cccs4)o3)nc12
→ -6 | 3
CN(C)Cc1nc2c([nH]1)c(=O)n(C)c(=O)n2C
→ 9 | -1
COc1ccc(-c2nn(-c3ccccc3)cc2C#N)cc1
→ 19 | 0
COc1cc(C(c2nnnn2C(C)(C)C)N2CCN(c3nc4ccccc4s3)CC2)ccc1O (stereo unspecified)
→ 5 | 2
CCN(CC)C(=O)C12CC3CC(CC(Br)(C3)C1)C2
→ -10 | 5
O=C1CNC(=S)N1c1nc2ccccc2s1
→ 11 | 0
Cc1ccc(OC(=O)c2ccc(C)c([N+](=O)[O-])c2)cn1
→ 8 | -1
Cn1ccnc1C(=O)Cc1ccc([N+](=O)[O-])cc1
→ -1 | -5
O=C(NCc1ccccc1)c1cc(C2CCCCN2S(=O)(=O)Cc2ccccc2)on1 (stereo unspecified)
→ 5 | -5
Cc1nn(C)cc1/C=N/NC(=O)CSc1ccccn1
→ 0 | 2
Cc1ccc(C)c2sc(NC(=O)c3ccc(N4C(=O)CCC4=O)cc3)nc12
→ 2 | -2
CCN(CC)S(=O)(=O)c1ccc(OC)c(NC(=O)c2cn(CC)c3nc(C)ccc3c2=O)c1
→ 10 | -4
COC(=O)Cc1ccc(NC(=O)c2ccccc2Cl)cc1
→ 8 | -14
Cc1cc(-n2nc(C)cc2C)n2ncc(-c3ccccc3)c2n1
→ -7 | 3
Cc1ccc(-n2nc(C)c3c(C)c(CCC(=O)NC(C)c4ccccc4)c(C)nc32)cc1 (stereo unspecified)
→ 25 | -4
CCOC(=O)C1CCCN(C(=O)/C=C/c2cccc([N+](=O)[O-])c2)C1 (stereo unspecified)
→ -4 | 3

# Reprinted at random: 6 compounds from above.
# Results follow in this order: H9c2 TAG inh | H9c2 TAG inh DAPI viability
CCOc1ccccc1NC(=O)CN1C(=O)COc2ccc(C)cc21
→ -11 | 5
Cc1nn(C)cc1/C=N/NC(=O)CSc1ccccn1
→ 0 | 2
Cc1ccc(C)c2sc(NC(=O)c3ccc(N4C(=O)CCC4=O)cc3)nc12
→ 2 | -2
CN(C)Cc1nc2c([nH]1)c(=O)n(C)c(=O)n2C
→ 9 | -1
COc1ccc(-c2nn(-c3ccccc3)cc2C#N)cc1
→ 19 | 0
Cc1ccc(S(=O)(=O)Oc2ccc(/C=C(/NC(=O)c3ccccc3)C(=O)O)cc2)cc1
→ -17 | 5

# Continued.
# Results follow in this order: H9c2 TAG inh | H9c2 TAG inh DAPI viability
Cc1ccc(S(=O)(=O)NCc2cccnc2)s1
→ 7 | -8
CCC(c1nnc(SCC(=O)Nc2ccc(C(=O)N(C)C)cc2)n1Cc1ccccc1)N(C)C (stereo unspecified)
→ -1 | 3
CCOc1ccc(S(=O)(=O)Nc2ccc(C(=O)N(CC)CC(=O)NCc3cccs3)cc2)cc1
→ 3 | 3
Cc1c(C(=O)N(Cc2ccccc2)C2CCS(=O)(=O)C2)oc2ccccc12 (stereo unspecified)
→ 6 | 5
CCCNC(=O)C1(C)CCCN(Cc2c(C)nn(-c3ccccc3)c2C)C1 (stereo unspecified)
→ 9 | -1
COCCNC(=O)C1(C)CCN(C(=O)c2ccc(C(F)(F)F)nc2C)C1 (stereo unspecified)
→ 12 | -1
CCCCn1c(N)c(N(CCC)C(=O)C2CCCC2)c(=O)[nH]c1=O
→ 12 | -5
O=C(C1CCC1)N1CCN(S(=O)(=O)c2ccccc2)CC1
→ -3 | 2
N#C/C=C(/N)N1CCN(c2ccc(Cl)c(Cl)c2)CC1
→ 17 | 4
Clc1ccc(C2CC(c3cccs3)n3ncnc3N2)cc1 (stereo unspecified)
→ -7 | 8
CC(NCC(=O)NC(=O)NCCC1=CCCCC1)c1ccc(S(N)(=O)=O)cc1 (stereo unspecified)
→ 3 | 2
NC(N)=NC(N)=Nc1cccc(Cl)c1
→ -1 | 2
C[C@@H]1CN([C@H](C)CO)C(=O)c2cc(NC(=O)Nc3ccc(C(F)(F)F)cc3)ccc2O[C@H]1CN(C)S(=O)(=O)c1ccccc1
→ 13 | -2
Cc1ccc(S(=O)(=O)NCC(=O)OCc2cc(=O)oc3c(C)c(C)ccc23)cc1C
→ 6 | -3
N#Cc1cccc(C(=O)Nc2cc(S(=O)(=O)N3CCOCC3)ccc2N2CCCC2)c1
→ 7 | -5
CC1(c2ccccc2)C(C#N)C(=O)NC(=O)C1C#N (stereo unspecified)
→ 0 | -1
COC(=O)c1sc(NC(=O)c2ccncc2)nc1C
→ -3 | 1
CCOc1ccc(NS(=O)(=O)c2ccc(OCC(=O)NCc3ccncc3)cc2)cc1
→ -11 | 5
COc1ccc(C(=O)NC(=S)NCc2cccnc2)cc1OC
→ -1 | -2
CC(C)CNS(=O)(=O)c1ccc(CCC(=O)N2CCN(Cc3ccccc3)CC2)cc1
→ 5 | -8
CCOC(=O)C1CCCN(C(=O)c2cc(S(=O)(=O)N3CCCCC3)ccc2C)C1 (stereo unspecified)
→ -4 | -7
CCOc1ccc(N=C2NC(=O)SC2CC(=O)OC)cc1 (stereo unspecified)
→ -13 | 12
C/C(=N/N=C1/NC(=O)CC(C(=O)Nc2ccccc2)S1)c1cccs1 (stereo unspecified)
→ -3 | 0
CSc1ccccc1C(=O)N1CCN(S(=O)(=O)c2sc(C(=O)O)c(C)c2C(=O)O)CC1
→ 13 | -5
Cc1cc(F)cc(-c2cc(C(=O)NCc3ccc(C(F)(F)F)cc3)[nH]n2)c1
→ -37 | -2
COC(=O)c1[nH]c2cc(OC)ccc2c1NC(=O)c1ccc2c(c1)OCO2
→ 38 | -7
Cc1ccc(C)n1-c1sccc1C(=O)O
→ 10 | -6
COCc1cc(C)nc2sc(C(=O)OC(C)C)c(N)c12
→ -9 | 19
